Assay outcomes as filed in PubChem.
PHOSPHO1 block: inhibitors of human PHOSPHO1 phosphatase; Q8TCT1; AID 1565; inhibition, % at 13.3 µM; recombinant PHOSPHO1, absorbance phosphatase assay; actives 1.1% (n = 290,000); in the data active = inhibition above about 60%
VIM-2 inhibitor: blocks Pseudomonas aeruginosa VIM-2 metallo-beta-lactamase. purified VIM-2, nitrocefin hydrolysis, epi-absorbance fluorescence. actives 0.89% (n = 290,000). inhibition, % at 5.6 µM;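 active = inhibition above the mean of all tested compounds plus 3 SD, cutoff set per screening run, cut at about 7.5% in these data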;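 also: red hydrolysis product quenches plate fluorescence so inhibitors raise well fluorescence; 0% = enzyme with DMSO and 100% = DMSO without enzyme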
NALP1 inh: NALP1 inhibition; S. cerevisiae NALP1/ASC/caspase-1 growth, X-gal OD620, 72 h; inhibition, % at 10 µM; actives 0.61% (n = 280,000); in the data active = inhibition mostly above about 24%, no sharp cut-off; inactive = mostly below about 32%; also: some compounds called inactive have numbers as strong as hits
IDE cell activ: activators of human insulin-degrading enzyme in cells | P14735 | actives 0.073% (n = 340,000) | activation, % at 5.96 µM | HEK cells, FAbeta-B cleavage, fluorescence polarization; 0% vehicle, 100% cell-free pure enzyme wells | AID 493087;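 active = activation above the mean of all tested compounds plus 3 SD, set per screening campaign, cut at about 17% in these data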
IMP-1 inhibitor: blocks Pseudomonas aeruginosa IMP-1 metallo-beta-lactamase; inhibition, % at 5.6 µM; purified IMP-1, nitrocefin hydrolysis, epi-absorbance fluorescence; actives 0.45% (n = 290,000);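 active = inhibition above the mean plus 3 SD of all compounds in the same screening run, cut at about 4.5% in these data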;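 also: 0% = IMP-1 with DMSO and 100% = DMSO wells lacking enzyme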
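System: purified IMP-1 / Input: IMP-1 dispensed at 0.2 nM / Medium: 50 mM HEPES pH 7.1, 50 µM ZnSO4, 0.05% Brij 35 / Timing: 15 min enzyme–compound preincubation, then 25 min nitrocefin reaction, 25 °C / Technique: plate fluorescence quenching by hydrolysis product, ex 480/em 530 nm / Repeats: singlicate testing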
PfM18AAP inh: blocks P. falciparum M18 aspartyl aminopeptidase; recombinant PfM18AAP, H-Glu-NHMec fluorogenic cleavage; inhibition, % at 7.35 µM; actives 1.2% (n = 290,000);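 active = inhibition above the campaign mean inhibition over all tested compounds plus 3 SD, cut at about 28% in these data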;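 also: 0% = plate median of test compound wells and 100% = 2 mM ZnCl2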
GPR7 antagonist: antagonists of human GPR7 (neuropeptides B/W receptor 1) | P48145 | GPR7-expressing cells, fluorescence antagonist assay | inhibition, % at 4.4 µM | actives 1.1% (n = 290,000) | AID 1861; in the data active = inhibition above about 16%, passing the limit was not always enough;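 also: cells stimulated with the agonist NPW; 0% = agonist with vehicle and 100% = vehicle without agonist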
IDE cell inh: cellular human IDE inhibition | AID 434962 | actives 0.41% (n = 320,000) | HEK cells, FAbetaB cleavage, fluorescence polarization | inhibition, % at 5.59 µM;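 active = percent inhibition above the average of all tested compounds plus 3 SD, set per screening campaign, cut at about 16% in these data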;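 also: IDE supplied by intact live HEK cells; FP after avidin binding of uncleaved biotin substrate so inhibition keeps polarization high; 0% = DMSO wells and 100% = 60 µM reference IDE inhibitor Ii1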
p-CIP stab down: lowers stability of the mouse p/CIP coactivator protein | Q05BA5 | F442A p/CIP-EGFP cells, EGFP fluorescence, 16 h | decrease of EGFP signal, % at 10 µM | actives 0.01% (n = 290,000) | AID 1984;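 active = EGFP signal decrease of at least 30% at 10 µM or well 3 SD below plate mean, unless failing retest; inactive = the rest, including hits failing retest or dose response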; also: some compounds called inactive have numbers as strong as hits; many of its hits are not listed in these tables
Target sequence (Q05BA5 1-1403): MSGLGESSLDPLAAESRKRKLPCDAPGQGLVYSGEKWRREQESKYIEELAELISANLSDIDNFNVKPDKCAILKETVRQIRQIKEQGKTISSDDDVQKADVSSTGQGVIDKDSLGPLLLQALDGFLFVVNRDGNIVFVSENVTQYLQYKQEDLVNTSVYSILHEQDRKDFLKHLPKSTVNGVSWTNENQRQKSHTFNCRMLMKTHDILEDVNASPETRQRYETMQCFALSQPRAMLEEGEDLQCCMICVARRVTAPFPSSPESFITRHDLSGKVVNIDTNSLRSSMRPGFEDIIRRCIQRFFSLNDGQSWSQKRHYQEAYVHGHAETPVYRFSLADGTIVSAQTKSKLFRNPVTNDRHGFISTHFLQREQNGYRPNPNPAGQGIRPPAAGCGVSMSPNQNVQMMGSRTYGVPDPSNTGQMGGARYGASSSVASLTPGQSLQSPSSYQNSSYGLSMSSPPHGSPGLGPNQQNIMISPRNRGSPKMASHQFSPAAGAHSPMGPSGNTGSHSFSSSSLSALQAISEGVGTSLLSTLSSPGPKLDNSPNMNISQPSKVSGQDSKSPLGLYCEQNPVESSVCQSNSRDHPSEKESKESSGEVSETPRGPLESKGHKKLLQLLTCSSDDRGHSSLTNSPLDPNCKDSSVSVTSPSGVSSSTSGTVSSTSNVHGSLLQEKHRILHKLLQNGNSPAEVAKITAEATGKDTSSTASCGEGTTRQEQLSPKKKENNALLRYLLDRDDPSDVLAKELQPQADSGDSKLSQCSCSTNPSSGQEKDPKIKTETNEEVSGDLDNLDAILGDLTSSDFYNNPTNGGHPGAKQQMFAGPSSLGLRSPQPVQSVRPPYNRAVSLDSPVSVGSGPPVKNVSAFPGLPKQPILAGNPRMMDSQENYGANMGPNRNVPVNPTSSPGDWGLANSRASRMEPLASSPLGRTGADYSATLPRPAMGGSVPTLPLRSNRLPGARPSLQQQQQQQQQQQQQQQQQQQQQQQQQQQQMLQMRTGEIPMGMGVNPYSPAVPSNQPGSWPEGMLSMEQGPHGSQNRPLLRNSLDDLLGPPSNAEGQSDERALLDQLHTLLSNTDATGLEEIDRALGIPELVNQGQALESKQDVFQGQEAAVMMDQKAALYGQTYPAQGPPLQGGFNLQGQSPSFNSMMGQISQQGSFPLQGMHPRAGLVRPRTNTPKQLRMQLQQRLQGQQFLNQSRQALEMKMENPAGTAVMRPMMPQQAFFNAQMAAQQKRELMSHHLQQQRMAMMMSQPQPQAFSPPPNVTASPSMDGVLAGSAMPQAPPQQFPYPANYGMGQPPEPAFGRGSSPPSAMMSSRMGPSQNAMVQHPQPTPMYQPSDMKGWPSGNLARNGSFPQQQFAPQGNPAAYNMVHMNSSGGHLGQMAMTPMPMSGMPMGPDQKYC
Numbers without * were called inactive; . = not tested or not shown. Not a hit list, and some 5.3% of all compounds hit somewhere here.

item	structure	PHOSPHO1 block	NALP1 inh	IDE cell activ	IMP-1 inhibitor	p-CIP stab down
1	Cc1ccc(CNc2oc(C)nc2C#N)cc1	30	0	3	0.6	-3
2	CCc1nc2ccccc2c(=O)n1NCCc1ccccc1	-7	35	-1	-0.1	10
3	COc1ccc2oc(C(=O)NCCC(C)C)c(C)c2c1	16	11	7	-2.1	0
4	Cc1cc(-n2c(C)cc(C(=O)CN3C(=O)NC4(CCCCC4)C3=O)c2C)no1	4	42	4	-3.0	-12
5	C=CCNC(=S)NNC(=O)C(CCC(C)C)CC(C)(C)O (configuration not stated)	56	-8	-1	0.1	-1
6	COC(=O)[C@@H](NC(=O)Nc1ccc(S(N)(=O)=O)cc1)C(C)C	4	27	-1	-1.4	-7
7	CCOC(=O)CSc1nnc(CNC(=O)c2ccc([N+](=O)[O-])cc2)n1C	49	-4	7	-2.3	-4
8	CCOC(=O)c1ccc(-n2c(N)c(C(=O)NCC3CCCO3)sc2=S)cc1 (configuration not stated)	76*	9	0	-0.8	-4
9	CC1CCc2c(C(=O)NCc3cccnc3)csc2C1 (configuration not stated)	-13	33	2	-2.6	-8
10	CCOC(=O)c1c(-c2ccc(C)cc2)csc1/N=C/N(C)C	11	18	-3	-3.2	-7
11	CCOC(=O)CNC(=O)COc1coc(CN2CCN(c3ccccc3)CC2)cc1=O	8	31	3	-1.1	-14
12	CCN(CC(=O)NC1CC1)S(=O)(=O)c1ccccc1	53	18	2	-3.6	-6

item	IDE cell inh	VIM-2 inhibitor	GPR7 antagonist	PfM18AAP inh
1	2	-0.6	2	-5
2	-4	-3.5	-10	3
3	8	-3.3	-5	0
4	-4	1.4	14	8
5	3	-1.5	-13	9
6	-2	-0.5	-4	-1
7	-3	-2.7	-10	-1
8	0	-2.8	9	14
9	1	-1.8	-4	4
10	-4	-3.2	-12	10
11	4	-0.4	1	7
12	5	-1.2	-18	10

More compounds
item	structure	PHOSPHO1 block	NALP1 inh	IDE cell activ	IMP-1 inhibitor	p-CIP stab down
13	COC(=O)[C@H]1C2CCC(C(=O)OC)(CC2)[C@H]1C(=O)OC	14	0	4	-1.7	4
14	COc1cc2c(cc1OC)CN(C(=O)c1ccc(-c3ccccc3)cc1)CC2	22	30	-3	-2.2	-4
15	Cc1ccc(C(=O)NNC(=O)Cc2nc3nc(C)cc(C)n3n2)cc1	41	-12	6	-2.3	2
16	Cc1oc(-c2cc(F)ccc2F)nc1CN1CCC(C(=O)N2CCOCC2)CC1	22	0	4	-2.5	-5
17	O=C1CC(N2CCN(S(=O)(=O)c3ccccc3)CC2)C(=O)N1c1ccccc1 (configuration not stated)	12	-14	6	-0.1	5
18	CC(C)c1cc(C(=O)NCCc2ccccc2)no1	1	10	8	-2.4	0
19	Cc1ccc([N+](=O)[O-])c(C(=O)N/N=C/c2cccnc2)c1	33	27	8	-2.7	0
20	O=C(O)Cc1ccc(Nc2cnn(C34CC5CC(CC(CC(=O)O)(C5)C3)C4)c(=O)c2Cl)cc1	24	2	7	-0.5	-9
21	CN(C)C(=O)c1cc(F)ccc1Sc1cc(Cl)ccc1Cl	-11	17	1	-1.3	-13
22	COc1cc2c(OC(C)=O)c3c(c(-c4ccc5c(c4)OCO5)c2cc1OC)C(=O)OC3	48	-24	5	-2.1	-12
23	CCCCN1C(=O)CCC(C(=O)O)C1c1ccccc1 (configuration not stated)	24	-10	2	-0.2	-25
24	CN1CCN(NC(=O)Nc2cccc(F)c2)CC1	22	20	7	-2.9	-10

item	IDE cell inh	VIM-2 inhibitor	GPR7 antagonist	PfM18AAP inh
13	4	-2.6	-10	5
14	.	-2.9	7	4
15	-3	-3.0	5	4
16	4	-4.0	-10	3
17	3	-0.7	12	-6
18	-4	-2.0	-22	-10
19	6	0.9	-5	-13
20	4	-1.0	-15	-1
21	-1	0.2	-7	-4
22	-5	-0.9	-10	3
23	-3	-0.2	-15	-12
24	-2	-1.3	-13	-11

The list goes on:
item	structure	PHOSPHO1 block	NALP1 inh	IDE cell activ	IMP-1 inhibitor	p-CIP stab down
25	O=C(NCc1cccc(F)c1)c1ccc2nc(N3CCOCC3)sc2c1	36	16	2	-4.2	-11
26	O=[N+]([O-])c1ccccc1S(=O)(=O)Nc1cccc2cccnc12	19	-11	.	-3.6	-73
27	Cn1ncc(Cl)c1C(=O)N1CCN(c2ccc(Cl)c(Cl)c2)CC1	22	5	1	-3.6	-33
28	O=C(Nc1ccccc1)NC1CS(=O)(=O)CC1O (configuration not stated)	-7	30	-3	0.2	-1
29	COCCCNCCCOc1ccc(Cl)cc1Br	8	19	5	-2.0	-13
30	CCOC(=O)C1(Cc2ccccc2C)CCCN(Cc2cn(C)nc2C)C1 (configuration not stated)	18	2	5	-2.5	-10
31	COc1ccc(C)cc1NC(=O)CN1C(=O)c2ccccc2S1(=O)=O	3	-6	5	.	9
32	CCCCC1=CC2=C(c3ccco3)C(=O)C(C)(OC(=O)c3ccc(OC)cc3)C(=O)C2=CN1Cc1ccco1 (configuration not stated)	22	.	-4	.	-10
33	COc1ccc(NS(=O)(=O)c2cc(NC(=O)/C=C/c3cc(OC)ccc3OC)ccc2N2CCCCC2)cc1	14	27	1	-2.8	-3
34	CC1(C)CNC(=O)c2sc(NC(=O)CN3CCOCC3)nc2C1	0	-20	7	-4.1	-3
35	Cc1nc(CS(=O)(=O)c2ccc(Cl)cc2)sc1C(=O)O	37	9	6	-1.2	-1
36	CC(C)(C)N(CC(=O)NC1CCCCC1)C(=O)CS(=O)CC(=O)Nc1ccc(F)cc1 (configuration not stated)	30	-2	2	-3.1	-2

item	IDE cell inh	VIM-2 inhibitor	GPR7 antagonist	PfM18AAP inh
25	5	-4.4	-3	3
26	-1	-5.1	-12	2
27	-2	-0.8	0	1
28	3	0.8	-1	7
29	5	0.4	1	-1
30	-6	-2.2	-6	-6
31	-6	.	.	.
32	1	.	.	.
33	3	-5.1	5	5
34	4	-3.8	-9	-1
35	1	-1.4	-21	-5
36	1	-0.5	-4	1

Reformatted with one line to a screen: entries from further up
(28) O=C(Nc1ccccc1)NC1CS(=O)(=O)CC1O (configuration not stated)
(25) O=C(NCc1cccc(F)c1)c1ccc2nc(N3CCOCC3)sc2c1
(27) Cn1ncc(Cl)c1C(=O)N1CCN(c2ccc(Cl)c(Cl)c2)CC1
(16) Cc1oc(-c2cc(F)ccc2F)nc1CN1CCC(C(=O)N2CCOCC2)CC1
(1) Cc1ccc(CNc2oc(C)nc2C#N)cc1

assay / compound,28,25,27,16,1
PHOSPHO1 block,-7,36,22,22,30
NALP1 inh,30,16,5,0,0
IDE cell activ,-3,2,1,4,3
IMP-1 inhibitor,0.2,-4.2,-3.6,-2.5,0.6
p-CIP stab down,-1,-11,-33,-5,-3
IDE cell inh,3,5,-2,4,2
VIM-2 inhibitor,0.8,-4.4,-0.8,-4.0,-0.6
GPR7 antagonist,-1,-3,0,-10,2
PfM18AAP inh,7,3,1,3,-5

The listing continues.
item	structure	PHOSPHO1 block	NALP1 inh	IDE cell activ	IMP-1 inhibitor	p-CIP stab down
37	O=C(Nc1cc(Cl)cc(Cl)c1)C(NCCCO)c1ccccc1 (configuration not stated)	36	17	.	-3.9	10
38	CN(C)S(=O)(=O)c1cccc(NC(=O)Cc2ccsc2)c1	-24	22	2	-0.2	-9
39	O=C(CSc1nc(N2CCOCC2)nc(N2CCOCC2)n1)Nc1ccc(Cl)cc1Cl	36	11	-1	1.1	-17
40	Cc1ccc(C(=O)Nc2nc(C(C)(C)C)cs2)s1	21	3	4	-1.2	-13
41	O=C(CCc1ccccc1)NCC(=O)N/N=C/c1ccc2c(c1)OCO2	21	20	1	-3.6	-3
42	Cc1nnc(C)n1/N=C/c1cc2ccccc2nc1Cl	12	-2	2	-2.2	1
43	O=C(Nc1ccc(Cl)cc1)N(Cc1cccnc1)Cc1ccco1	-7	-1	-2	-3.5	-4
44	Cc1ccc(-c2noc(CCC(=O)NCCCN3CCN(c4ccc(F)cc4)CC3)n2)cc1	10	5	2	-2.8	-4
45	O=C(CN1CCN(Cc2ccccc2)CC1)N/N=C/c1c[nH]c2ccccc12	5	29	7	-2.4	-3
46	COc1ccc(C(=O)/C=C/NCc2ccc(C)cc2)cc1	.	.	4	-2.5	.
47	COc1ccc(N=C2SC(CC(=O)Nc3cccc(Cl)c3)C(=O)N2Cc2ccco2)cc1 (configuration not stated)	4	27	1	-2.3	-4
48	CCNS(=O)(=O)c1ccc(CCC(=O)N2CCc3ccccc3C2)cc1	-8	7	3	-5.9	-8
49	C=CCn1c(=S)[nH]c2cc(-c3ccccc3)sc2c1=O	19	-11	5	-2.8	0
50	COCCSc1nnc(NC(=O)C2CC(=O)N(c3ccc(Cl)cc3)C2)s1 (configuration not stated)	-10	-11	4	-0.4	0

item	IDE cell inh	VIM-2 inhibitor	GPR7 antagonist	PfM18AAP inh
37	-4	-2.3	-16	3
38	-2	-1.2	-12	-5
39	-3	-2.0	0	1
40	5	1.3	-1	5
41	-3	-1.4	-6	-1
42	7	0.1	-1	-14
43	-2	-1.8	12	-7
44	-1	-3.2	5	-3
45	4	1.2	2	-1
46	-2	1.6	-15	6
47	1	-1.2	-6	-7
48	0	-1.9	-17	10
49	0	-5.1	-12	4
50	4	0.6	14	-1

Compound profiles (already shown):
`O=C(CCc1ccccc1)NCC(=O)N/N=C/c1ccc2c(c1)OCO2` as listed: PHOSPHO1 block = 21; NALP1 inh = 20; IDE cell activ = 1; IMP-1 inhibitor = -3.6; p-CIP stab down = -3; IDE cell inh = -3; VIM-2 inhibitor = -1.4; GPR7 antagonist = -6; PfM18AAP inh = -1
`C=CCn1c(=S)[nH]c2cc(-c3ccccc3)sc2c1=O` as listed: PHOSPHO1 block = 19; NALP1 inh = -11; IDE cell activ = 5; IMP-1 inhibitor = -2.8; p-CIP stab down = 0; IDE cell inh = 0; VIM-2 inhibitor = -5.1; GPR7 antagonist = -12; PfM18AAP inh = 4
